CaV13 FRET inh = Primary screen for inhibitors of IQ motif and Ca2+-dependent inactivation inhibitor domain binding in CACNA1D, Förster resonance energy transfer in living cells, … | HEK cells, CFP/YFP FRET ICDI-IQ, plate reader, 10 min; percent FRET-ratio fall versus neutral wells | inhibition, % at 12.3 µM | hit rate 0.098% among 340,000 | AID 743397;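 active = mean replicate inhibition of at least 30% and at least 1% of replicates passing that level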;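 also: 0% = median of the neutral control wells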
H9c2 protect = myocardial damage modulation in H9c2 cells. H9c2 cardiomyocytes, H2O2 injury protection, ATPLite, 2 h. protection from H2O2 cell death, % at 20 µM. hit rate 0.63% among 360,000;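 active = compounds giving at least 50% protection of heart cells from peroxide-induced death in the single-dose screen, raw or plate-pattern-corrected value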;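 also: 0% = DMSO wells with peroxide and 100% = DMSO wells without peroxide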
MC4R antag cAMP = human MC4R antagonism in cAMP assay. P32245. MC4R-expressing cells, MTII-stimulated cAMP, LANCE TR-FRET. inhibition, % at 6.5 µM. hit rate 0.48% among 360,000. AID 540295;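 active = inhibition above its plate's cutoff, the mean of tested wells on that plate plus 3 SD, cut at about 29% in these data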;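 also: 0% = Melanotan II alone and 100% = Melanotan II plus saturating MCL0020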
Target sequence (P32245 whole entry, looked up): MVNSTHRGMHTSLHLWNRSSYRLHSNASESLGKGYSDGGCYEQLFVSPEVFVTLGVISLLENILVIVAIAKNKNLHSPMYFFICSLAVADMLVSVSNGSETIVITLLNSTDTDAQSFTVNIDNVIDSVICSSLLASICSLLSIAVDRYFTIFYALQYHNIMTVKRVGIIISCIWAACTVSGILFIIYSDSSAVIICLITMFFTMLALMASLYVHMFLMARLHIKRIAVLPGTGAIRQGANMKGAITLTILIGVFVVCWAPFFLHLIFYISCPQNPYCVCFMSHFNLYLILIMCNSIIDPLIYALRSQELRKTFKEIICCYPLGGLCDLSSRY
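System – human MC4R-expressing U2OS cells · Also added – Melanotan II · Dosing – one concentration, 6.5 µM nominal · Timing – 30-min compound, 1-h challenge, 1-h detection, room temperature · Measured by – Eu-cAMP/anti-cAMP TR-FRET, emission 671 nm · Replicates – singlicate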
ABHD5 PLIN5 PPI = blocks binding of human ABHD5 to perilipin-5 | hit rate 0.78% among 360,000 | inhibition, % at 4 µM | Q00G26+Q8WTS1 | Split G. princeps luciferase complementation, luminescence, 4 h | AID 602281;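 active = inhibition above the mean inhibition across every tested compound plus 3 SD, cut at about 22% in these data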;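 also: 0% = DMSO only wells and the 100% control is not disclosed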
Glyco luc inh = N-linked glycosylation inhibition. D54 ERlucT glycosylation luciferase reporter, 24 h; percent of 100 nM tunicamycin response. reporter increase, % at 12.5 µM. hit rate 0.23% among 360,000. AID 588692;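 active = mean luciferase reporter signal, scaled so untreated is 0 and the glycosylation-blocking control 100, at or above a set limit in every replicate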;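 also: luciferase carries N-glycosylation sites so blocking glycosylation raises the light; 0% = median of neutral control wells and 100% = median of 100 nM tunicamycin wells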
HTR2A ag = activates the mouse 5-HT2A serotonin receptor | activation, % at 7.6 µM | CHO-K1 mHTR2A beta-arrestin complementation, luminescence; percent of 30 µM serotonin response | hit rate 0.66% among 360,000;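 active = activation above a run cutoff, the mean activation of all tested compounds plus 3 SD, cut at about 14% in these data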;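 also: 0% = plate median of compound wells and 100% = 30 µM serotonin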
Target sequence (P35363 whole entry, looked up): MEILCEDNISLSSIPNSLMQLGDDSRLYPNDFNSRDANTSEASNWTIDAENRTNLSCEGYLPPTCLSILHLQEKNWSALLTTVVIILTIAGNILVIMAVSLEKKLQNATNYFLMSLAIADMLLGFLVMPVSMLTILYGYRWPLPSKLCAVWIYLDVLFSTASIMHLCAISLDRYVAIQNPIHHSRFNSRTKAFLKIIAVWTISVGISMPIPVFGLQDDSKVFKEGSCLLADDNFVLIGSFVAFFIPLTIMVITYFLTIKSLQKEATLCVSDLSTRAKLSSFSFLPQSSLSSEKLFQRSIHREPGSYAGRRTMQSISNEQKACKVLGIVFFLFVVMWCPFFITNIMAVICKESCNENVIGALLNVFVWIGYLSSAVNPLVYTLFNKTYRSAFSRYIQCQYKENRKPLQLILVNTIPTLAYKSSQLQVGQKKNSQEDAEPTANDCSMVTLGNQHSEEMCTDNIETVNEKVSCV
PDI inh = blocks human protein disulfide isomerase activity; PDI insulin aggregation turbidity, A650, 90 min; inhibition, % at 10 µM; AID 588391; hit rate 0.052% among 350,000;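 active = mean inhibition across replicates of 30% or more, whatever share of single replicates reach that level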;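 also: absorbance from insulin aggregation driven by PDI reduction with DTT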
MC4R ag barr = agonists of human melanocortin 4 receptor (MC4R) beta-arrestin; hit rate 0.98% among 360,000; U2OS MC4R beta-arrestin complementation, luminescence; percent of melanotan II response, DMSO zero; activation, % at 8.9 µM; P32245; AID 540308;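 active = activation above a per-plate cutoff, the mean activation of sample wells on that plate plus 3 SD, cut at about 8% in these data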
ABCB6 inh 2 = inhibitors of human ABC transporter ABCB6. hit rate 0.19% among 360,000. K562-ABCB6 porphyrin accumulation, flow cytometry, 1 h; active compounds read low. fluorescence ratio to DMSO, % at 10 µM;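 active = fluorescence ratio to DMSO below 75%, the collection mean minus 3 SD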;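 also: signal is porphyrin accumulated inside mitochondria; 100% equals median channel fluorescence of DMSO control wells; lower ratio means ABCB6 inhibition with less porphyrin fluorescence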
Granule exo inh = blocks lytic granule exocytosis; inhibition, % at 10 µM; AID 651702; hit rate 0.66% among 360,000; TALL-104 LAMP-1 surface exposure, flow cytometry; cells stimulated with thapsigargin and PMA;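 active = inhibition above about 55%, limit read from the data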
* marks the source's active call; other numbers are inactive results; i = inactive; . = not tested or not shown.

Every second line gives: CaV13 FRET inh	H9c2 protect	MC4R antag cAMP	ABHD5 PLIN5 PPI	Glyco luc inh	HTR2A ag	PDI inh	MC4R ag barr	ABCB6 inh 2	Granule exo inh
1	CCCCS(=O)(=O)N1CN(S(=O)(=O)CCCC)C2NC(=O)NC21 (centres undefined)
→ -6.7	4.2	7.8	3.8	-0.3	-3.9	2.2	-1.5	94.0	-1.8
2	CS(=O)(=O)Nc1cccc(-c2cc(NC=O)c3ncc(-c4ccc(F)c(Cl)c4)n3c2)c1
→ -4.9	14.6	-6.6	4.9	5.9	0.0	-1.3	-0.9	90.0	5.0
3	Cc1nnc(NC(=O)CSc2nc3c(c(=O)n2CCc2ccccc2)SC(C)C3)s1 (centres undefined)
→ -5.9	-8.3	-0.3	-1.8	-3.7	0.7	.	-2.0	92.0	-1.2
4	COc1cccc(OCCCn2ccnc2)c1
→ -20.5	8.5	1.4	3.4	2.6	-0.3	7.9	-0.1	99.0	-5.3
5	CCOC(=O)N1CCC(NC(=O)c2ccc3c(c2)ncn3C2CCCC2)CC1
→ -8.5	-6.6	-5.8	-1.6	3.6	-2.6	-6.6	-0.6	98.0	-0.1
6	O=C(O)c1ccccc1/C=N/NC(=O)C1CCCCC1
→ -5.7	1.0	-4.9	-0.3	1.8	3.2	2.2	-0.2	96.0	-0.9
7	CCC(CC)C(=O)c1c[nH]c(C(=O)NCc2cccnc2)c1
→ -57.3	-1.4	-1.1	-4.9	0.6	-6.3	0.9	-0.8	95.0	0.2
8	CCOc1cc(N2CCOCC2)c(OCC)cc1NC(=O)c1oc2ccccc2c1C
→ 1.3	7.8	9.7	-2.2	0.1	-1.2	-11.0	-2.1	98.0	-0.8
9	COc1ccc(C(=O)CCc2ccccc2)c(O)c1
→ -1.5	-0.8	0.4	-3.0	-3.2	-3.2	-7.7	0.1	101.0	9.7
10	O=C(CN(Cc1ccco1)C(=O)CNS(=O)(=O)c1ccccc1)NC1CCCCC1
→ -1.6	12.3	-1.8	-1.4	-2.0	-0.3	-0.9	-1.6	94.0	-1.2
11	CC(=O)Nc1sc(/C(C#N)=C/c2ccc(Cl)c(Cl)c2)nc1-c1ccc(C)cc1
→ -36.9	-6.6	4.6	-3.7	0.5	3.5	-4.9	-2.7	i	1.7
12	O=[N+]([O-])c1cccc(N(CC2CO2)S(=O)(=O)c2ccccc2)c1 (centres undefined)
→ -6.9	-5.9	11.4	3.4	6.4	7.6	12.4	-1.6	95.0	4.4
13	N#CC1=C(N)Oc2cc(O)ccc2C1C1CCCCC1 (centres undefined)
→ 9.3	-14.0	19.2	-5.2	18.1	2.6	11.3	3.4	96.0	1.9
14	COCCCNC(=O)CSc1nc2ccccc2c(=O)n1CCCC(=O)NCC1CCCO1 (centres undefined)
→ -4.0	5.2	0.2	-2.0	1.9	-0.1	-6.6	-1.6	100.0	1.3
15	O=C(COC(=O)C1(c2ccccc2F)CCCC1)N1CCNC1=O
→ -4.9	-0.8	9.0	-3.5	-0.2	4.6	-3.9	-4.2	97.0	-2.6
16	COc1ccc(S(=O)(=O)N2CCOCC2)cc1NC(=O)CCCOc1ccc(Cl)cc1C
→ -4.5	-5.0	12.3	9.9	-3.4	-17.4	-8.2	3.0	100.0	-0.4
17	O=C(O)c1cc(-c2cc3ccccc3o2)nn1-c1ccccc1
→ -6.0	-0.7	6.8	-2.3	-0.3	1.9	-0.3	2.6	101.0	22.2
18	O=C(C[C@@H]1C/C=C\C[C@H](Cc2ccc(F)cc2)C(=O)OC[C@@H]2CCCN2C1=O)N[C@H](CO)Cc1ccccc1
→ -10.4	-2.2	4.9	2.5	-1.3	3.1	0.7	-0.5	97.0	-13.5
19	CCC(C)n1c(=S)[nH]c2c(sc3ccc([N+](=O)[O-])cc32)c1=O (centres undefined)
→ -2.0	-20.0	4.3	2.7	-0.5	0.8	6.9	-1.0	97.0	-2.9
20	O=C(N1CCOCC1)N1c2ccccc2Sc2ccccc21
→ -7.8	-5.7	5.3	8.1	-8.4	-4.7	1.9	0.7	89.0	-6.2
21	CC(=O)OCC1OC(COC(C)=O)(c2ccc(C)cc2)C(OC(C)=O)C1OC(C)=O (centres undefined)
→ -5.1	-1.6	3.7	3.5	1.8	0.1	-1.3	-1.9	96.0	-6.2
22	COC(=O)C1=C(C(=O)OC)[C@]2([C@@H]3CCCCN[C@@H](Cc4ccccc4)C(=O)N3Cc3ccccc3)C=C[C@H]1O2
→ -9.9	-2.3	16.1	-0.6	-10.2	-3.4	5.5	1.8	99.0	2.9
23	O=C(CSc1nccn(-c2ccc3c(c2)OCCO3)c1=O)Nc1ccccc1
→ -5.8	-5.6	4.5	4.3	-3.4	6.1	3.8	-3.0	99.0	-1.7
24	CCOc1ccc(C2CC(c3cccc(C)c3)n3ncnc3N2)cc1 (centres undefined)
→ -4.5	-14.6	0.5	8.6	-8.3	-2.3	.	-1.2	99.0	-0.2
25	Cc1cc(C)c(NC(=O)C2CCN(C(=O)c3ccco3)CC2)c(C)c1
→ -7.5	-2.8	-3.1	9.6	2.5	1.0	-7.6	0.9	94.0	-14.3
26	C/C(=N\NS(=O)(=O)c1cccc([N+](=O)[O-])c1)c1cccnc1
→ -2.4	-2.8	16.0	3.7	0.9	-2.6	-1.6	-0.9	94.0	0.4
27	CCCCn1nc(C(=O)Nc2cccc(C(=O)NC3CC3)c2)c2ccccc2c1=O
→ -5.3	23.6	12.7	-7.1	-1.4	2.3	1.3	-0.3	93.0	-3.1
28	CCN(/C(N)=N/c1nc(C)cc(C)n1)c1ccccc1
→ -3.1	-1.4	11.2	-2.5	-1.2	-4.7	8.0	0.6	100.0	0.2
29	COc1cc2c(=O)n(CC3CCCO3)c(=O)n(CC(=O)Nc3ccccc3)c2cc1OC (centres undefined)
→ -5.5	-6.9	-6.5	-12.6	0.3	-2.5	-3.0	-1.3	101.0	0.2
30	COc1cccc(NC(=O)N2CCC(N3CCCCC3)CC2)c1
→ .	3.0	5.5	7.0	0.6	7.5	21.0	0.5	123.0	5.1
31	Oc1ccccc1/C=N/n1cnnc1
→ -3.1	-0.9	6.5	-0.8	0.5	-0.7	7.8	1.1	101.0	-0.2
32	O=C(OCC1CC(c2ccccc2Cl)=NO1)c1ccc(Br)cc1 (centres undefined)
→ -6.9	0.6	9.2	2.0	-0.4	-2.3	-11.0	-1.6	101.0	-4.1
33	CC(C)C(=O)Nc1ccc2c(c1)nc(CCN1CCN(c3ccccn3)CC1)n2C
→ -4.0	5.2	4.1	5.5	-0.1	-4.3	3.5	-1.1	95.0	-10.4
34	Cc1cccc(NS(=O)(=O)Cc2ccccc2)c1C
→ -4.9	-1.8	4.7	-3.8	-0.5	-4.9	0.2	-1.5	102.0	-7.7
35	Cn1cc([C@@H]2C[C@H]3CN(Cc4cccc(Cl)c4)C(=O)[C@]34CCCN24)c2ccccc21
→ -5.7	3.0	5.6	3.7	-2.0	-1.6	-3.8	0.9	132.0	-0.5
36	COc1cc(Br)ccc1C1CC(=O)C(C)C(c2ccc(Br)cc2OC)N1 (centres undefined)
→ -4.5	-8.2	15.3	0.9	3.1	-4.2	-0.6	2.4	92.0	-10.4
37	CCCn1c(SCC(=O)N2CCc3ccccc3C2)nc(O)cc1=O
→ -2.9	4.0	-2.8	-4.2	3.4	-7.6	-51.6	-2.9	91.0	9.3
38	CCCn1c(-c2ccc(C(=O)OC)cc2)nc2c1c(=O)[nH]c(=O)n2Cc1ccccc1
→ -4.1	-5.5	1.0	-2.5	1.1	-1.3	-16.7	-1.8	98.0	-8.8
39	O=[N+]([O-])c1ccc2nnn(O)c2c1
→ -17.2	9.0	0.2	-3.1	0.2	0.2	-1.9	0.6	101.0	0.0
40	CC(/C=N/NC(=O)Cn1cnc2ccccc21)=C\c1ccccc1
→ -4.6	-22.1	-3.3	-1.1	3.2	3.3	10.2	1.2	95.0	6.4
41	COc1ccc(/C=C2\OC(=O)c3c(OC)cccc32)cc1OC
→ .	-31.7	-0.1	6.4	1.2	2.3	1.3	-1.3	99.0	0.2
42	COc1cc(C(=O)NC(=S)Nc2ccc3c(c2)C(=O)N(C)C3=O)cc(OC)c1OC
→ -3.5	11.2	5.3	-4.4	4.4	-2.5	6.5	-1.9	87.0	20.5
43	COc1ccc(C(=O)NC(Cc2ccc(OC(=O)c3ccc(OC)cc3)cc2)C(=O)O)cc1 (centres undefined)
→ -10.2	-10.1	12.7	3.8	-1.3	3.0	0.9	-0.1	99.0	-2.5
44	N#Cc1ccc(C(=O)OCC(=O)N2CCN(C(=O)c3ccco3)CC2)cc1
→ -5.2	2.7	-1.6	6.5	2.3	1.1	6.5	0.8	93.0	-3.6
45	COc1ccc(N2CCN(S(=O)(=O)CCNC(=O)c3ccc4c(c3)OCO4)CC2)cc1
→ -5.5	2.6	-7.5	0.8	-0.6	1.9	-1.6	-2.6	100.0	-4.5
46	CCOC(=O)c1sc(NC(=O)CSc2nnnn2-c2ccc(C)cc2C)nc1C
→ -5.2	-5.4	7.5	-0.7	4.0	4.3	2.8	3.4	103.0	-2.4
47	Cn1nc(C(C)(C)C)cc1C(=O)N1CCCC(c2cc(C(=O)Nc3ccccc3Cl)no2)C1 (centres undefined)
→ -5.6	-13.7	14.8	-3.1	-2.2	4.9	5.9	0.1	101.0	-0.6
48	COc1ccc(CNC(=O)CCCC2=NS(=O)(=O)c3ccccc3N2)cc1
→ -1.9	6.6	6.1	2.5	0.6	7.5	7.3	1.4	91.0	0.0
49	COC(=O)[C@@H](NCc1cccc(CN([C@H](C(=O)OC)C(C)C)S(C)(=O)=O)c1)C(C)C
→ -3.6	-1.1	0.5	-1.2	0.6	7.6	-6.9	-1.1	102.0	-4.4
50	Cc1ccc2cccc(S(=O)(=O)NC3CCS(=O)(=O)C3)c2n1 (centres undefined)
→ -6.2	3.6	1.9	4.5	2.4	1.1	-2.5	-1.9	102.0	3.4
51	CC(C)(C)c1cc2nc(NCCOc3ccccc3)ccn2n1
→ -10.8	1.7	5.0	3.7	2.2	0.1	-0.5	-1.2	89.0	5.8
52	CCN(CC)c1ccc(NC(=O)Cn2c(C(C)NC(=O)c3ccc(C)cc3)nc3ccccc32)cc1 (centres undefined)
→ -5.9	5.5	17.4	0.1	-2.7	-1.1	-2.3	-1.9	95.0	0.3
53	CCCCC(=O)Nc1ccccc1N1CCOCC1
→ -4.4	4.9	2.9	1.9	1.1	5.9	3.1	-2.2	97.0	0.2
54	CCNC(=O)N1C(=O)C2(OCCO2)c2cc(Br)ccc21
→ -3.4	1.0	5.8	2.0	0.0	4.0	-0.6	0.6	107.0	-1.7
55	CCCCNC(=O)N1CCN(C/C=C/c2ccccc2)CC1
→ 4.4	-4.4	-2.1	-5.3	-0.5	-4.7	2.7	-2.1	99.0	-2.1
56	Brc1ccc(C2=Nn3c(nnc3-c3n[nH]c4c3CCC4)SC2)cc1
→ -2.5	5.6	-19.1	1.1	41.9*	-4.1	-2.9	-1.4	91.0	46.0

Screens as filed in PubChem BioAssay.
